Rev-RRE block – disrupts HIV-1 Rev binding to RRE RNA; P05866; Rev peptide-RRE RNA binding, FRET; inhibition, % at 8 µM; 0.79% of 97,000 active; AID 704;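 active = inhibition above the screen-wide mean plus 3 SD, cut at about 35% in these data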;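 also: 0% = median DMSO wells and 100% = median Neomycin B control wells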
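Test system: labelled RRE RNA duplex and labelled Rev peptide. Times: 5 min compound–RNA preincubation, then 15 min with peptide, 25 °C. Doses: single-dose 8 µM. Measured by: FRET, excitation 480 nm, emission 540 nm donor and 671 nm acceptor. Measure: % inhibition of FRET ratio versus controls.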
CYP2C9 inhib – human CYP2C9 inhibition; 20% of 96,000 active; P11712; CYP2C9 Supersomes, luciferin-H conversion, luminescence; inhibition, % at 5 µM;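 active = blocking of liver enzyme CYP2C9 beyond about 50% at 5 µM, limit read from the data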; also: values of inactives mirror those of a sister screen read the other way
CYP2C19 inhib – human CYP2C19 inhibition; 21% of 96,000 active; CYP2C19 Supersomes, luciferin-H EGE luminescence, 30 min; inhibition, % at 5 µM; P33261;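 active = CYP2C19 inhibition above a set limit at 5 µM in the primary screen, cut at about 50% in these data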;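 also: plate controls were negative control wells for no effect and 2.5 mM tranylcypromine positive control for full effect; values of inactives mirror those of a sister screen read the other way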
PLK1 kinase inh – inhibitors of human PLK1 kinase; recombinant PLK1 kinase, TR-FRET peptide phosphorylation; 0.53% of 97,000 active; AID 619; inhibition, % at 10 µM; P53350;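 active = inhibition of 50% or more in the single-concentration screen; inactive = inhibition below 50%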;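 also: 0% = DMSO max control and 100% = H-89 dihydrochloride min control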
Target sequence (P53350 whole entry, looked up): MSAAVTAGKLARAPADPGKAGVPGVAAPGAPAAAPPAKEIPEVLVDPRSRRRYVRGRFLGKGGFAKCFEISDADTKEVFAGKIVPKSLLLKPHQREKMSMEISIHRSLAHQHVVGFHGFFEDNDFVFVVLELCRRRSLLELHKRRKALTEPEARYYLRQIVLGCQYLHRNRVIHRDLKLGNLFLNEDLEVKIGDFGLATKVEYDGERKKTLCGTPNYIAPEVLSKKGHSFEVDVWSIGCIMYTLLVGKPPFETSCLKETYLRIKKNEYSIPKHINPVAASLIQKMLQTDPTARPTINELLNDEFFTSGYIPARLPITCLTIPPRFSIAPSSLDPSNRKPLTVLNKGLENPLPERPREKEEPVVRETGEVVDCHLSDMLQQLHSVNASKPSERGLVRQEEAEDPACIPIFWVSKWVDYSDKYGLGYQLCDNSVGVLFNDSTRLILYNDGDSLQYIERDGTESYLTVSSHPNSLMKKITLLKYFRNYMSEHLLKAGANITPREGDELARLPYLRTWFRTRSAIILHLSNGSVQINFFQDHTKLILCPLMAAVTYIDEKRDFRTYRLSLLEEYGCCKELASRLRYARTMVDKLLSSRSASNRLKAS
EphB4 antag – EphB4-ephrin-B2 interaction antagonism; 0.15% of 97,000 active; inhibition, % at 7 µM; EphB4 LBD / TNYL-RAW-Alexa532 peptide, fluorescence polarization; P54760;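 active = inhibition above the screen-wide mean inhibition plus 3 SD, cut at about 15% in these data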;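 also: 0% = DMSO wells and 100% = excess unlabeled TNYL-RAW peptide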
PLAP act – human PLAP activation. activation fold at 20 µM. AID 696. 1.2% of 96,000 active. purified PLAP enzyme, luminescent substrate read-out; hits give high values; in the data active = activation fold above about 2
Target sequence (P05187 whole entry, looked up): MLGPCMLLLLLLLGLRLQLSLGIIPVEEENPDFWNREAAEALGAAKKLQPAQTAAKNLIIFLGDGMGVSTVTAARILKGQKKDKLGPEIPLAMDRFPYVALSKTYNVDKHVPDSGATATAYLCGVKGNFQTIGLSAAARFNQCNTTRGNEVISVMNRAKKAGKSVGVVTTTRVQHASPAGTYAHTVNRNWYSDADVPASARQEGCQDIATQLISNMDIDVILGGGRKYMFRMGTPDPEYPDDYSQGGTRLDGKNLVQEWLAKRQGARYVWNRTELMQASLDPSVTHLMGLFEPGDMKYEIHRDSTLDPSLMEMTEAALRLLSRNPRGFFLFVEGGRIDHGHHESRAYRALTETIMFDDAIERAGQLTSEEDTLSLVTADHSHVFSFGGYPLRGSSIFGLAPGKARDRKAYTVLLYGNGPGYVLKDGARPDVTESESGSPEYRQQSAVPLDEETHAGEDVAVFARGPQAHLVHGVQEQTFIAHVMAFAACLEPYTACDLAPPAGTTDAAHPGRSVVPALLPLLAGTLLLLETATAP
CYP2C9 act – CYP2C9 (human) activation. P11712. recombinant CYP2C9, luciferin-H conversion, luminescence; hits give high values; factor 1 = untreated enzyme, 0 = blocked. AID 1024. activation factor at 5 µM. 1.4% of 96,000 active;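 active = activation factor of 2 or more for CYP2C9 at a 5 µM dose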;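 also: 0 = sulfaphenazole-blocked wells and 1 = vehicle-only wells; values of inactives mirror those of a sister screen read the other way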
CYP2C19 act – activators of human cytochrome P450 2C19; activation factor at 5 µM; recombinant CYP2C19, luciferin-H EGE luminescence; hits give high values; 0 = fully inhibited enzyme, 1 = untreated enzyme; P33261; 96,000 tested, under 10 active; AID 1025;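 active = activation factor of at least 2 at 5 µM in the primary screen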;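 also: 0 = wells with 2.5 mM tranylcypromine and 1 = vehicle-only wells; values of inactives mirror those of a sister screen read the other way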
Plk1 PBD FP – Plk1 (human) PBD binding inhibition; inhibition, %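 (tested at about 20 µM)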; Plk1 PBD phosphopeptide binding, fluorescence polarization; 0.13% of 97,000 active; in the data active = inhibition above about 34%, passing the limit was not always enough
* marks the source's active call; other numbers are inactive results; . = no result given. Random draw from the library. Share with any hit: about 29%.

SMILES	Rev-RRE block	CYP2C9 inhib	CYP2C19 inhib	PLK1 kinase inh	EphB4 antag	PLAP act	CYP2C9 act	CYP2C19 act	Plk1 PBD FP
CCC(C)(C)n1nnnc1CN(Cc1cc2cc(OC)c(OC)cc2[nH]c1=O)C1CCCC1	26	2	24	-13	3	1.1	1	0.8	-26
CCOC(=O)N1CCN(S(=O)(=O)c2ccc(Br)s2)CC1	7	81*	88*	-9	11	0.9	0.2	0.1	-5
O=c1c(-c2ccc3c(c2)OCCO3)coc2cc(O)cc(O)c12	9	-141	12	-7	0	1.2	2.4*	0.9	-17
CCCc1cc(=O)[nH]c(SCC(=O)N2CCC(C(=O)OCC)CC2)n1	-1	26	22	-6	-1	1.2	0.7	0.8	-2
COc1ccc(C(=O)/C=C(\N)C(F)(F)F)c(O)c1	.	16	60*	.	.	0.7	0.8	0.4	.
O=C(CCN1C(=O)C2C3C=CC(C3)C2C1=O)Nc1c(F)cccc1F (stereo unspecified)	11	-17	-8	-10	2	1.3	1.2	1.1	-8
COc1ccc(S(=O)(=O)NC(CC(=O)NCCc2ccc(OC)c(OC)c2)c2ccco2)cc1 (stereo unspecified)	7	10	2	6	5	0.9	0.9	1	12
Cn1c(Cc2c[nH]c3ccccc23)n[nH]c1=S	5	38	67*	-13	6	1.8	0.6	0.3	-36
COc1cccc(C2CC(c3ccc(C)cc3)Nc3nc(N)nn32)c1 (stereo unspecified)	.	-3	9	.	.	1.3	1	0.9	.
COc1ccc(-c2nc3ccccc3n2Cc2ccccc2)cc1	12	96*	76*	-12	1	1.7	0	0.2	6
COc1ccc(C(=O)C(CO)Oc2ccccc2OC)cc1OC (stereo unspecified)	4	-10	30	-8	3	1.2	1.1	0.7	3
Oc1ccccc1-c1cc(-c2ccccc2)no1	7	16	1	-6	4	1.2	0.8	1	10
CCOc1ccccc1NC(=O)c1ccccc1-c1nc(-c2ccccc2OC)no1	10	63*	39	1	-7	1.3	0.4	0.6	-14
C=CCn1c(COc2ccccc2-c2ccccc2)nnc1SCC(=O)NC(=O)NCc1ccco1	3	21	30	-14	-1	1	0.8	0.7	19
O=C(CSc1nnc2sc3ccccc3n12)NCc1ccco1	8	-186	22	-2	-5	1.1	2.9*	0.8	2
CNS(=O)(=O)c1cccc(C(=O)OCc2cc(Cl)cc3c2OCOC3)c1	12	-92	78*	2	6	1	1.9	0.2	14
COc1c(Br)cc(Br)cc1C(=O)O	3	6	-17	-9	-3	1.3	0.9	1.2	6
COc1cc2c(cc1NC(=O)c1cc(-c3cccnc3)nc3ccc(C)cc13)oc1ccccc12	7	75*	31	-5	-1	1.1	0.2	0.7	-13
COc1ccccc1OCCNC(=O)c1ccc(S(=O)(=O)N(C)C)cc1	-1	18	10	-14	-5	1.1	0.8	0.9	32
COc1ccc(C(=S)Nc2ccc(C)cc2)cc1	2	14	32	-11	1	1	0.9	0.7	-29
CN1CC(=O)NC1=NC(=O)c1ccc(Cl)c(S(=O)(=O)N2CCCCCC2)c1	8	25	16	-6	0	1.6	0.8	0.8	-8
CCOC(=O)c1nc[nH]c1C	2	-2	0	-8	5	0.7	1	1	-7
COc1ccc(C(=O)COC(=O)CN2C(=O)NC(C)(C)C2=O)cc1OC	3	-7	3	-15	0	1	1.1	1	-5
O=c1oc2ccccc2cc1NCc1ccccc1O	1	22	59*	-7	2	1	0.8	0.4	-13
CCOc1ccc(S(=O)(=O)NCc2ccc(F)cc2)c2cccnc12	2	-22	51*	-4	0	1	1.2	0.5	-1

Next entries:
SMILES	Rev-RRE block	CYP2C9 inhib	CYP2C19 inhib	PLK1 kinase inh	EphB4 antag	PLAP act	CYP2C9 act	CYP2C19 act	Plk1 PBD FP
COC(=O)C1=C(C)N(c2ccc(Cl)c(Cl)c2)C(=O)C1	5	.	.	-12	3	.	.	.	-13
Cc1cnc(NC(=O)CN(C)S(=O)(=O)c2ccc(Cl)cc2)s1	2	23	16	-4	-10	1	0.8	0.8	15
COC(=O)c1cc(NC(=O)C2CC=CCC2C(=O)O)cc(C(=O)OC)c1 (stereo unspecified)	5	38	-5	-4	2	1	0.6	1	-36
Cc1ccc(OC(F)F)c(NC(=O)Nc2cccc(C(F)(F)F)c2)c1	20	15	12	-42	2	0.7	0.9	0.9	-14
O=C(O)COc1ccc2c(c1)CCCC2	3	-9	-14	-4	4	1	1.1	1.1	6
O=C1CSC(c2c(F)cccc2Cl)N1c1cccc(F)c1 (stereo unspecified)	7	-107	20	-10	3	0.9	2.1*	0.8	-19
c1cc2[nH]snc2c2nc(C3CC3)nc12	5	8	26	-17	-8	1	0.9	0.7	-27
COc1ccccc1N1CCN(CCOc2c(OC)cccc2OC)CC1	4	-118	15	-11	-1	1.7	2.2*	0.9	3
COc1ccccc1NC(=O)CSc1nnc(C2CCCCC2)o1	3	44	56*	-14	-2	1.7	0.6	0.4	25
c1ccc(-c2nnc(-c3cccc(-c4nnc(-c5ccccc5)o4)c3)o2)cc1	8	.	.	-13	2	.	.	.	-11
CN1CCN(c2ccc(Cl)cc2NC(=O)c2nn(-c3ccccc3)c(=O)c3ccccc23)CC1	16	35	14	6	0	1.2	0.6	0.9	-7
Cc1cc(S(=O)(=O)N2CCN(Cc3ccccc3)CC2)c(C)s1	10	62*	99*	-6	2	1	0.4	0	18
Cc1cc(NC(=O)CSc2nnc(-c3cccs3)n2N)no1	2	-14	-14	-4	-6	1	1.1	1.1	-8
CC1(C)Cc2c(sc(NC(=O)C(C)(C)C)c2C#N)C(C)(C)N1	-2	.	.	-11	0	.	.	.	22
Cn1c(C(=O)NCCN2CCCCCC2)cc2c(=O)n(C)c3ccccc3c21	4	-6	7	-3	-2	1.8	1.1	0.9	-5
c1cncc(-c2nc(NCC3COc4ccccc4O3)c3ccccc3n2)c1 (stereo unspecified)	16	88*	49	0	0	0.8	0.1	0.5	-2
CC1(C)[N+]([O-])=C2C(=[N+]([O-])C1(C)C)c1ccccc1/C2=N\O	7	13	38	-6	1	1	0.9	0.6	-12
O=C(NCCN1CCOCC1)c1cc(-c2ccc(Br)cc2)on1	2	4	-11	-6	-1	1.1	1	1.1	-4
COc1ccc(C2C3=C(CC(C)(C)CC3=O)Nc3c2c(=O)[nH]c(=O)n3Cc2ccccc2)cc1 (stereo unspecified)	30	-29	3	-9	-7	1.4	1.3	1	13
CCOC(=O)C(NC(=O)CC)(Nc1sc2c(c1C(=O)OC)CCN(C)C2)C(F)(F)F (stereo unspecified)	2	9	9	5	-2	1.4	0.9	0.9	-34
O=C(NCCN1CCOCC1)c1ccc2ccccc2c1	3	2	45	-10	-7	0.9	1	0.5	0
O=C(NCCCn1ccnc1)NC(C(F)(F)F)C(F)(F)F	7	68*	80*	-12	4	0.8	0.3	0.2	-2
Cn1c(SCC(=O)NC(C)(C)C)nnc1-c1cnccn1	2	18	8	-3	4	1.1	0.8	0.9	0
COc1cc(C(=O)N2CCC(C(=O)Nc3cccc(C(C)=O)c3)CC2)cc(OC)c1OC	.	18	2	.	.	1.3	0.8	1	.
Cc1ccc(N2C(=O)c3ccccc3C2Nc2ccc(S(=O)(=O)N3CCOCC3)cc2)nc1 (stereo unspecified)	9	30	16	30	1	1.4	0.7	0.8	-9

No new results follow: two of the compounds above.
SMILES	Rev-RRE block	CYP2C9 inhib	CYP2C19 inhib	PLK1 kinase inh	EphB4 antag	PLAP act	CYP2C9 act	CYP2C19 act	Plk1 PBD FP
COc1cc(C(=O)N2CCC(C(=O)Nc3cccc(C(C)=O)c3)CC2)cc(OC)c1OC	.	18	2	.	.	1.3	0.8	1	.
Cc1ccc(N2C(=O)c3ccccc3C2Nc2ccc(S(=O)(=O)N3CCOCC3)cc2)nc1 (stereo unspecified)	9	30	16	30	1	1.4	0.7	0.8	-9

Other records
SMILES	Rev-RRE block	CYP2C9 inhib	CYP2C19 inhib	PLK1 kinase inh	EphB4 antag	PLAP act	CYP2C9 act	CYP2C19 act	Plk1 PBD FP
CC(C)n1c(SCC(=O)Nc2nc3ccccc3s2)nc2c1c(=O)n(C)c(=O)n2C	3	.	.	-8	3	.	.	.	-17
CS(=O)(=O)N(CC(=O)Nc1ccc(F)cc1F)c1cccc([N+](=O)[O-])c1	-1	13	61*	-8	-11	1	0.9	0.4	18
N#CCCn1cc(/C=N/O)c(-c2ccccc2)n1	4	8	6	2	-3	1.2	0.9	0.9	-11
CCOc1ccc(NC(=O)CN(C)CC(=O)Nc2cccc(Cl)c2C)cc1OCC	2	56*	22	-8	-10	1.5	0.4	0.8	-2
Cc1ccccc1C(=O)N1CCN(c2ccc(NC(=O)c3ccco3)cc2Cl)CC1	14	44	43	-7	7	1.6	0.6	0.6	-4
O=S(=O)(c1ccc(N2CCN(S(=O)(=O)c3ccc4c(c3)OCCO4)CC2)nc1)N1CCCC1	4	.	.	-76	3	.	.	.	-22
Cc1ccccc1Nc1nc(CSc2nnc(-c3ccoc3C)n2C)cs1	14	88*	86*	1	2	1.5	0.1	0.1	-28
O=C(NCC(c1cccnc1)N1CCN(c2ccccc2)CC1)c1ccc2c(c1)OCO2 (stereo unspecified)	-2	76*	59*	1	3	1.6	0.2	0.4	-27
Cc1ccc(C(NC(=O)N2CCOCC2)=C(Cl)Cl)cc1F	5	43	44	-9	-9	1	0.6	0.6	-22
COc1ccc(-c2nnc(N3CCC(C)CC3)c3ccccc23)cc1	2	27	18	-7	-5	0.9	0.7	0.8	-25
CN1CCC(N(C)C(=O)COc2ccccc2-c2ccccc2)CC1	3	-10	-10	-2	4	1.3	1.1	1.1	-8
COC(=O)CCN(C(=O)c1ccc(OC(C)=O)cc1)c1ccccn1	7	-13	-16	-8	-5	0.9	1.1	1.2	-10
Cc1cc(C)c(NC(=O)C2CCN(c3cnccn3)CC2)c(C)c1	-3	.	.	-5	2	.	.	.	-6
NC(=O)c1ccc(-n2nnnc2Oc2ccccc2)cc1	4	3	22	0	-2	0.8	1	0.8	17
CCOc1ccc(NC(=O)CSc2nc3c(c(=O)n2C)SC(C)C3)cc1 (stereo unspecified)	.	47	11	.	.	1.1	0.5	0.9	.
COc1ccccc1-c1cn[nH]c(=S)n1	6	2	4	-9	3	0.8	1	1	30
O=C(CN1C(=O)C2C3C=CC(C3)C2C1=O)NCCc1ccccc1Cl (stereo unspecified)	-1	17	24	-8	0	0.9	0.8	0.8	-13
Cc1ccc2c(c1)[nH]c1c(=O)n(Cc3ccccn3)cnc12	5	9	21	-11	10	0.8	0.9	0.8	25
O=C(CO/N=C/c1ccccc1O)NNC(=O)c1ccccc1Cl	11	.	.	-11	3	.	.	.	-20
Cc1ccc(NC(=O)/C(=C\c2ccc3c(c2)OCO3)NC(=O)c2ccco2)cc1	8	84*	10	-3	-2	1	0.2	0.9	-5
COc1cc(CNc2nc(C)c([N+](=O)[O-])c(C)c2C#N)cc(OC)c1	11	-6	7	-4	0	0.8	1.1	0.9	-8
COc1ccc(C(=O)Nc2ccccc2C(=O)N/N=C/c2ccccc2OC)cc1	6	-12	-6	-4	1	1.1	1.1	1.1	8
Cc1c(NC(=O)C2CCCN2S(=O)(=O)c2ccccc2)c(=O)n(-c2ccccc2)n1C (stereo unspecified)	3	-5	5	-8	-14	1.2	1	0.9	4

Reprinted at random: 4 compounds from above, in no set order.
SMILES	Rev-RRE block	CYP2C9 inhib	CYP2C19 inhib	PLK1 kinase inh	EphB4 antag	PLAP act	CYP2C9 act	CYP2C19 act	Plk1 PBD FP
Cc1c(NC(=O)C2CCCN2S(=O)(=O)c2ccccc2)c(=O)n(-c2ccccc2)n1C (stereo unspecified)	3	-5	5	-8	-14	1.2	1	0.9	4
COc1ccc(-c2nnc(N3CCC(C)CC3)c3ccccc23)cc1	2	27	18	-7	-5	0.9	0.7	0.8	-25
COc1cc(C(=O)N2CCC(C(=O)Nc3cccc(C(C)=O)c3)CC2)cc(OC)c1OC	.	18	2	.	.	1.3	0.8	1	.
O=C(CN1C(=O)C2C3C=CC(C3)C2C1=O)NCCc1ccccc1Cl (stereo unspecified)	-1	17	24	-8	0	0.9	0.8	0.8	-13

Bioassay records as filed in PubChem BioAssay.
